RGS4 block: inhibitors of human RGS4 | P49798 | 310,000 tested, 0.45% active | HEK293 M3R/RGS4 inducible, Fluo-4 calcium flux; active compounds read high; triggered by carbachol at its EC20 | AID 463165 | B-score at 10 µM;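 active = B-score, a plate-corrected calcium signal, over three deviations above library mean, with baseline fluorescence within five deviations of library mean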;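 also: RGS4 expression induced by doxycycline in cells with stable M3 receptor; B-score is computed from the integrated fluorescence ratio over baseline after carbachol; higher B-score means a larger calcium signal and so more RGS4 inhibition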
Target sequence (P49798 whole entry, looked up): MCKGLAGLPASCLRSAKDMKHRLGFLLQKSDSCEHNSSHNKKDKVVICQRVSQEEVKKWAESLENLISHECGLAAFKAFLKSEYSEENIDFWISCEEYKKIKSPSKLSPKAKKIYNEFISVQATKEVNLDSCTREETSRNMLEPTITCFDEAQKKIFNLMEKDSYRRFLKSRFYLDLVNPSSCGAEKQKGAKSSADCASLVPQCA
MrgX1 allo act: allosterically activates human MrgX1 receptor signaling. MrgX1-HEK293, Fluo-4 calcium flux, FDSS; active compounds read high. B-score at 10 µM. 310,000 tested, 0.63% active. AID 588675. Q96LB2;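 active = plate-corrected calcium response at least 3 library SD above typical, normal starting fluorescence, not activating the receptor alone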;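 also: compound read alongside a low EC10 to EC30 dose of BAM8-22 agonist; peak minus trough fluorescence over baseline measured at the second addition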
Target sequence (Q96LB2 whole entry, looked up): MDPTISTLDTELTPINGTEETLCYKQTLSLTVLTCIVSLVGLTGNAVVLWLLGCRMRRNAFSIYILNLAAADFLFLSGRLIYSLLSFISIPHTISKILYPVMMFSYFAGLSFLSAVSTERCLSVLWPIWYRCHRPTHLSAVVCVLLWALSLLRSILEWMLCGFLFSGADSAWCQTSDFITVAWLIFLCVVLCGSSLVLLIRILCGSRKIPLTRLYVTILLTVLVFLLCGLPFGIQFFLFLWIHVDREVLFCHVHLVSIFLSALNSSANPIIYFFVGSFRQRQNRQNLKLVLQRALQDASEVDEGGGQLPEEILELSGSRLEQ
TRPC6 act: activates the mouse TRPC6 cation channel | B-score at 10 µM | 310,000 tested, 0.13% active | Q61143 | HEK293-TRPC6 membrane potential dye fluorescence; active compounds read high;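 active = B-score of the integrated fluorescence ratio above library mean plus 3 SD, and starting fluorescence ratio within library mean plus 5 SD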;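 also: higher score means more depolarization so channel activation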
TMEM16A inh: inhibitors of mouse TMEM16A calcium-activated chloride channel; Q8BHY3; HEK293 TMEM16A/YFP iodide influx fluorescence, ionomycin; normalized B-score (activity score, 25-100; higher = stronger inhibition) at 10 µM; 310,000 tested, 1.2% active; AID 588511;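 active = ratio plate-corrected score three or more library SD toward inhibition, starting fluorescence score within five deviations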;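 also: score derived from kinetic fluorescence span divided by baseline fluorescence per well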
MrgX1 antagonist: human MrgX1 receptor antagonism, primary screen; Q96LB2; MRGX1-HEK293 calcium flux, Fluo-4, BAM8-22 antagonism; active compounds read low; B-score at 10 µM; 310,000 tested, 1.3% active; AID 588676;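 active = calcium-response B-score plate-corrected more than 3 library SD below zero, starting fluorescence within 5 deviations, no agonist response on first addition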;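 also: peak minus trough fluorescence over baseline after final BAM8-22 challenge near maximal dose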
HDAC3 inhib: blocks human histone deacetylase 3; recombinant HDAC3, fluorogenic peptide/trypsin coupled, fluorescence; inhibition, % at 8.3 µM; 320,000 tested, 0.15% active; AID 2718; in the data active = inhibition above about 26%, passing the limit was not always enough
Target sequence (O15379 whole entry, looked up): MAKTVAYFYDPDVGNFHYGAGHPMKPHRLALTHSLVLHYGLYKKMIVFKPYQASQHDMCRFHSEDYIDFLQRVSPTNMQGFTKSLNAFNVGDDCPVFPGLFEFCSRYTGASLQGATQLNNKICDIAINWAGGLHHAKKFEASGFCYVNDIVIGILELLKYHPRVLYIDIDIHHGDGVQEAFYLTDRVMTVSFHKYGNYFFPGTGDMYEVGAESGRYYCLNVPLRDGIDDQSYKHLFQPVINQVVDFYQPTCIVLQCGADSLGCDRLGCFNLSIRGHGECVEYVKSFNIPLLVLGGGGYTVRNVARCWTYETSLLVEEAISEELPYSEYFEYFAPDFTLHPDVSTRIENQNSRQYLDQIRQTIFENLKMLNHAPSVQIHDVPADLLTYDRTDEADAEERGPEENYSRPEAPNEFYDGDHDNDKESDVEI
MrgX1 ag: human MrgX1 receptor agonism, primary screen | MrgX1-HEK293 cells, Fluo-4 calcium fluorescence, agonist mode; active compounds read high | B-score at 10 µM | AID 588627 | Q96LB2 | 310,000 tested, 0.44% active;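 active = calcium response B-score plate-corrected fluorescence ratio at least 3 library SD, with starting fluorescence B-score inside 5 SD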
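Material: MrgX1-expressing HEK293 cells / Dosing: compound as first of three additions / Incubation: overnight seeding, then 1 h dark dye loading / Signal: Fluo-4 NW calcium fluorescence / Evaluation: B-scored fluorescence response ratio / Benchmarks: positive and negative control wells on each plate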
SKKanGAS inh: blocks kanamycin growth of S. pyogenes SKKanGAS strain. 300,000 tested, 1.3% active. BacTiter-Glo, 6 h. inhibition, % at 7.5 µM;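 active = mean replicate score, as percent of positive control median, at least 50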;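 also: strain carries kanamycin resistance gene driven by streptokinase promoter and grows in 40 µg/ml kanamycin; loss of luminescence reflects streptokinase promoter inhibition or plain growth inhibition; 0% = median of DMSO wells and 100% = positive control at its reference dose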
TMEM16A act: activators or potentiators of mouse TMEM16A chloride channel; HEK293 TMEM16A/YFP-H148Q/I152L, iodide quench fluorescence; active compounds read low; Q8BHY3; B-score at 10 µM; 340,000 tested, 0.3% active;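 active = fluorescence-ratio B-score plate-corrected deviation score at least 3 library SD below zero, with starting fluorescence score within 5 deviations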;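 also: channel opened by trigger with iodide after compound preincubation; score built on the fluorescence ratio of max minus min over baseline; more negative score means more quench and so TMEM16A activation or potentiation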
TRPC6 inhibitor: blocks the mouse TRPC6 cation channel | B-score at 10 µM | 310,000 tested, 1.1% active | HEK293-TRPC6, membrane potential dye, ACh-evoked depolarization; active compounds read low | Q61143 | AID 2553;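 active = B-score under library mean minus 3 SD, initial fluorescence not abnormally high, positive integrated signal ratio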;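 also: B-score derived from integrated fluorescence ratio over the kinetic read; more negative B-score means stronger inhibition of depolarization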
RGS4 pot: potentiators or activators of RGS4; HEK293 M3R/inducible RGS4, carbachol calcium flux Fluo4; active compounds read low; B-score at 10 µM; 310,000 tested, 0.92% active;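 active = B-score of the integrated calcium signal more than 4 SD below the library mean, with starting fluorescence not abnormally high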;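 also: negative B-score means reduced calcium response which marks RGS4 activation or potentiation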
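Test system: HEK293 cells with stable M3R and inducible RGS4; also added: carbachol at ECmax as muscarinic agonist stimulus; schedule: dye loading 30 min 37 °C, buffer rest 30 min RT; technique: kinetic calcium fluorescence imaging with Fluo4-AM dye, 2 µM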
Numbers without * were called inactive; i = inactive; . = not tested or not shown.

SMILES	RGS4 block	MrgX1 allo act	TRPC6 act	TMEM16A inh	MrgX1 antagonist	HDAC3 inhib	MrgX1 ag	SKKanGAS inh	TMEM16A act	TRPC6 inhibitor	RGS4 pot
CC1CCN(C(=O)c2ccccc2NC(=O)Nc2ccccc2)CC1	i	i	i	i	i	0.1	i	10.9	i	i	i
CC(C)CCOc1ccc(C(=O)NCC(c2ccco2)N(C)C)cc1 (stereo not drawn)	i	i	i	i	i	-1.5	i	-0.6	i	i	-7.5*
CCOC(=O)c1sc(NC(=O)CSc2nncs2)c(C(=O)OCC)c1C	i	i	i	i	i	8.5	i	4.3	i	i	i
CN(c1ccc(C(=O)N2CCN(c3ccccc3F)CC2)cc1)S(=O)(=O)c1ccccc1	i	i	i	i	i	2.5	i	2.2	i	i	i
O=C(C1CCCO1)N1CCN(Cc2c(O)ccc3ccccc23)CC1 (stereo not drawn)	i	i	i	i	i	-7.6	i	9.8	i	i	i
Cc1ccc(C2=N/C(=C\N(C)C)C(=O)O2)cc1	i	i	i	i	i	7.1	i	-2.2	i	i	i
CC(=O)NC(Cc1cccc(F)c1)C(=O)NC1CCN(C(=O)Nc2ccccc2)CC1 (stereo not drawn)	i	i	i	i	i	2.9	i	-3.3	i	i	i
CC1(C)CC(=O)C2=C(C1)c1c(ccc3ccccc13)NC2c1ccc(Br)o1 (stereo not drawn)	i	i	i	i	i	-3.1	i	14.8	i	i	i
Cc1ccc(OCC(=O)NNC(=O)Cc2ccc(S(=O)(=O)N3CCOCC3)s2)cc1	i	i	i	i	i	-3.2	i	7.0	i	i	i
N#CC1=C(SCC(=O)NCc2ccccc2)NC(=O)CC1c1ccco1 (stereo not drawn)	i	i	i	i	i	1.2	i	-11.8	i	i	i
Cc1ccc(N2C(=O)c3cccc4c(C(=O)O)ccc(c34)C2=O)cc1	i	i	i	i	i	-0.7	i	1.3	.	i	i
CC(=O)c1c[nH]c(C(=O)NCc2ccccc2Cl)c1	5.22*	i	i	i	i	-1.0	i	-0.8	i	i	i
COc1cc(C2C(C#N)=C(N)Oc3cc4c(cc32)OCO4)cc(OC)c1OC (stereo not drawn)	i	i	i	i	i	-1.9	i	0.7	i	i	i
COc1ccc(C2C(C#N)=C(N)Oc3n[nH]c(C)c32)cc1Cn1cc([N+](=O)[O-])cn1 (stereo not drawn)	i	i	i	i	i	3.4	i	0.6	i	i	i
COc1c(S(=O)(=O)Nc2cccnc2)ccc(Cl)c1Cl	i	i	i	i	i	2.0	i	1.9	i	i	i
CCc1c(C)nc2ncnn2c1Nc1ccc(C)cc1	i	i	i	i	i	8.7	i	-5.4	i	i	i
CC(=O)N1c2c(ccc3ccccc23)C(C)CC12CCCCC2 (stereo not drawn)	i	i	i	i	i	-9.9	i	13.1	i	i	i
CC1(C)CC[C@]2(C(=O)O)CC[C@]3(C)C(=CCC4[C@@]5(C)CC[C@H](O)C(C)(C)C5[C@H](O)C[C@]43C)[C@@H]2C1 (stereo partly drawn)	i	i	i	i	i	3.6	i	1.4	.	i	i
COc1ccc(O)c(C2=Nc3ccccc3N=C(c3ccco3)C2)c1	i	i	i	i	i	8.4	i	6.7	i	i	i
O=C(CN1C(=O)COc2ccccc21)NC1CCCC1	i	i	i	i	i	7.9	i	3.1	i	i	i
COc1ccccc1N1CCN(C(=O)CSc2nnc3c4ccccc4n(CC(=O)O)c3n2)CC1	i	i	i	i	i	-1.4	i	1.5	i	i	i
C/C(=N\O)C1CC(CC(=O)O)C1(C)C (stereo not drawn)	i	i	i	i	i	3.8	i	-1.8	i	i	i
CC(=O)c1cccc(S(=O)(=O)N2CCCC(c3nc4c(nnn4Cc4cccc(Cl)c4)c(=O)[nH]3)C2)c1 (stereo not drawn)	i	i	i	i	i	7.0	i	24.8	i	i	i
COc1ccc(C(O)P(=O)(OCC(C)C)OCC(C)C)c(OC)c1 (stereo not drawn)	i	i	i	i	i	-2.0	i	-7.9	i	i	i
COC(=O)CCCC[C@@H]1SC[C@@H](NC(=O)OC)[C@@H]1NC(=O)OC	i	i	i	i	i	-7.5	i	-9.0	i	i	i
N#Cc1nc(Cc2cccc3ccccc23)oc1N1CCC(C(N)=O)CC1	i	i	i	i	i	-1.0	i	-5.8	i	i	i
CCOc1ccc(C(=O)NCC(=O)NCCCn2nc(C)cc2C)cc1OCC	i	i	i	i	i	-4.0	i	-4.1	i	i	i
O=C(NCCCN1CCOCC1)c1ccccc1NS(=O)(=O)c1ccc(F)cc1	i	i	i	i	i	-8.0	i	-16.0	i	i	i
COc1ccccc1NS(=O)(=O)c1cccc(NC(=O)NC2CCCCC2)c1	i	i	i	i	i	-3.9	i	-11.8	i	i	i
O=C(CN1C(=O)NC2(CCCC2)C1=O)Nc1cccc(Cl)c1	i	i	i	i	i	-4.9	i	-7.9	i	i	i
FC(F)(F)c1cccc(-c2ccc(/C=N/Nc3nncc(-c4ccccc4)n3)o2)c1	i	i	i	i	i	-3.9	i	-1.1	i	i	i
CCOc1ccc(-c2nc(CSCC(=O)NCc3ccco3)c(C)o2)cc1	i	i	12.5*	i	i	-9.9	i	8.0	i	i	i
C=C1CN(CC(=O)OC)S(=O)(=O)c2ccccc21	i	i	i	i	i	-1.6	i	2.3	i	i	i
O=C(Nc1cccnc1)c1cccc(S(=O)(=O)N2CCOCC2)c1	i	i	i	i	i	-4.1	i	3.1	i	i	i
COc1ccc(Cl)cc1NC(=O)CNCC(c1ccccc1)N(C)C (stereo not drawn)	i	i	i	i	i	1.3	i	-16.9	i	i	i
Cc1cc2nc[nH]c2cc1[N+](=O)[O-]	i	i	i	i	i	5.1	i	5.1	i	i	i
O=C(CSc1nnnn1-c1cccc(Cl)c1)Nc1ccc2c(c1)CCC2	i	i	i	i	i	.	i	2.0	.	i	i
CCCCOC(=O)c1ccc(NC(=O)CSC2=Nc3ccccc3C3CC=NN23)cc1 (stereo not drawn)	i	i	i	i	i	-8.8	i	5.3	i	i	i
COc1ccc(NC(=O)CCS(=O)(=O)c2ccc3c(c2)oc(=O)n3C)cc1	i	i	i	i	i	2.3	i	0.8	i	i	i
O=C(CSc1nn(-c2ccccc2)c(=S)s1)Nn1cnnc1	i	i	i	i	i	3.8	i	3.7	.	i	i
O=[N+]([O-])/C=C1\C=CC=CN1Cc1ccc(Cl)cc1	i	i	i	i	i	-1.9	i	5.3	.	i	i
Cc1cc(NC(=O)COC(=O)c2ccc(S(=O)(=O)C(F)F)cc2)n(-c2ccccc2)n1	i	i	i	i	i	1.9	i	0.4	i	i	i
CC(C)C(NS(=O)(=O)c1ccc2c(c1)C(C)(C)C(=O)N2C)C(=O)NCc1ccccc1Cl (stereo not drawn)	i	i	i	i	i	-1.3	i	1.2	i	i	i
C#CCOCCOCCOCCNc1nc(N2CCN(C(=O)[C@H]([C@@H](C)CC)n3cc([C@@H](N)Cc4ccc(O)cc4)nn3)CC2)nc(N2CCN(C(=O)[C@H](Cc3cc4ccccc4[nH]3)n3cc([C@@H](N)CC(C)C)nn3)CC2)n1	.	i	.	i	i	10.6	i	.	i	.	.
Cc1nc(CN(C)C(=O)CC2C(=O)NCCN2Cc2ccc(F)cc2)cs1 (stereo not drawn)	i	i	i	i	i	8.1	i	2.7	i	i	i
CCc1nnc(NC(=O)c2cc3c(s2)CCCCC3)s1	i	i	i	i	i	1.3	i	0.7	i	i	i
O=C(c1ccc(CS(=O)Cc2ccccc2Cl)o1)N1CCN(C2CCCCC2)CC1 (stereo not drawn)	i	i	i	i	i	-4.3	i	13.2	i	i	i
Cc1ccccc1C[n+]1cccc2ccccc21	i	i	i	i	i	5.2	i	-0.8	i	i	i
Cc1nn(Cc2ccccc2)c(C)c1NC(=O)c1cc(-c2cccs2)on1	i	i	i	i	i	-7.5	i	6.6	i	i	i
CCOc1ccc(S(=O)(=O)Nc2ccc(C(=O)NNC(=O)c3ccncc3)cc2)cc1	i	i	i	i	i	0.2	i	-6.9	i	i	i
CCCCn1c(Cc2ccccc2)nnc1SCC(=O)N1CCOCC1	i	i	i	i	i	4.0	i	-1.9	i	i	i
CCOC(=O)c1c(NS(=O)(=O)c2ccc(Br)cc2)sc2c1CCC2	i	i	i	100*	i	4.9	i	79.4*	i	i	i
COc1ccc(C(=O)Nc2c(N)nc(SCC(=O)NCC3CCCO3)[nH]c2=O)cc1OC (stereo not drawn)	i	i	i	i	i	0.3	i	-6.5	i	i	i
CC(=O)Nc1ccc2nc(C3CCCCC3)[nH]c2c1	i	i	i	i	i	1.0	i	-6.0	i	i	i
CCC(COC(=O)Nc1cccc(C)c1)NC(=O)OCC(C)C (stereo not drawn)	i	i	i	i	i	2.5	i	4.3	i	-5.09*	i
CCOc1ccccc1N(CC)C(=O)Cn1ncc2c(=O)oc3ccccc3c21	i	i	i	i	i	2.2	i	-2.4	i	i	i
O=C(CSc1nnc(-c2ccncc2)o1)NC1C2CC3CC(C2)CC1C3 (stereo not drawn)	i	i	i	i	i	2.5	i	-5.3	i	i	i
O=S(=O)(NCc1nc2ccccc2[nH]1)c1ccccc1	i	i	i	i	i	0.6	i	12.1	i	i	i
CC(Oc1ccccc1F)c1ccnc2nc(/N=C/N(C)C)nn12 (stereo not drawn)	i	i	i	i	i	-2.9	i	-0.4	i	i	i
O=S(=O)(NCc1ccccn1)c1cccc2nsnc12	i	i	i	i	i	2.6	i	6.4	i	i	i

(next part)
SMILES	RGS4 block	MrgX1 allo act	TRPC6 act	TMEM16A inh	MrgX1 antagonist	HDAC3 inhib	MrgX1 ag	SKKanGAS inh	TMEM16A act	TRPC6 inhibitor	RGS4 pot
COc1ccc(/C=N/NC(=S)Nc2ccccc2)cc1COc1ccc(F)cc1	i	i	i	i	i	5.1	i	-0.9	i	i	i
CCOC(=O)c1cccc(NC(=O)c2ccc3c(c2)OCO3)c1	i	i	i	i	i	2.1	i	-5.1	i	i	i
CCOc1ccccc1N1CCN(C(=O)c2csc(C)c2CC)CC1	i	i	i	i	i	6.4	i	3.7	i	i	i
CC(C)CCNC(=O)c1cccc(C(=O)NCCC(C)C)c1	i	i	i	i	i	1.8	i	1.9	i	i	i
CC1Cc2cc(/C(O)=C3/C(=O)C(=O)N(CCN4CCOCC4)C3c3ccc(C(C)C)cc3)ccc2O1 (stereo not drawn)	i	i	i	i	i	3.6	i	13.3	i	i	i
CNc1nc(SC)n(C)c(=O)c1N=O	i	i	i	i	i	9.7	i	-0.4	.	i	i
CCC(C(=O)OCC(=O)c1c(N)n(CC(C)C)c(=O)n(C)c1=O)c1ccccc1 (stereo not drawn)	i	i	i	i	i	9.4	i	-0.1	i	i	i

High-throughput results from PubChem.
